Compound activity from PubChem.
CAL PDZ FP-1: inhibitors of human CAL PDZ peptide binding. 330,000 tested, 0.02% active. AID 504414. purified CAL PDZ, TMR-peptide fluorescence polarization, 1 h. inhibition, % at 20 µM;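 active = highest replicate inhibition of at least 40%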;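 note: plate controls were DMSO neutral control wells for no effect and unlabeled competitor peptide control wells for full effect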
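Read-out basis: mP drop reported as inhibition | Assay system: Tagged CAL PDZ protein CerCALP, purified | Benchmarks: Unlabelled peptide for full inhibition, DMSO wells as neutral | Schedule: 1 h incubation at room temperature before polarization reading | Buffer or medium: Sodium phosphate/NaCl buffer pH 7.4 with TCEP, IgG, Thesit | Doses: Single point, 20 µM | Measured by: Fluorescence polarization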
NSD2 HMT inh: NSD2 (human) methyltransferase inhibition; AID 743445; O96028; 310,000 tested, 0.54% active; inhibition, % at 12.5 µM; NSD2 peptide methylation, AlphaScreen, 120 min; in the data active = inhibition above about 50%
MITF act: increases MITF-driven TRPM1 promoter luciferase signal | SK-MEL-5 TRPM1-promoter luciferase, 24 h; % of positive control, neutral wells = 0 | activation, % at 12.5 µM | 300,000 tested, 0.75% active | AID 588334;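 active = mean activation of at least 80% with every replicate also reaching 80%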;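 note: 0% = neutral control wells and 100% = parthenolide positive control wells; values of inactives mirror those of a sister screen read the other way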
PfHsp90 set2: inhibits growth of yeast expressing Plasmodium falciparum Hsp90; S. cerevisiae expressing PfHsp90, BacTiter-Glo ATP, 48 h; yeast lacking PDR1 and PDR3 efflux regulators; inhibition, % at 9.4 µM; 310,000 tested, 0.32% active;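 active = every replicate shows inhibition above about 80%, whatever the replicate mean, limit read from the data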;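 note: 0% = DMSO neutral controls and 100% = 20 µM radicicol positive controls; yeast relying on Plasmodium falciparum Hsp90 in place of its own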
Rtt109 Vps75: blocks Candida albicans Rtt109/Vps75 acetyltransferase activity; Q5AAJ8; purified Rtt109/Vps75, ThioGlo CoA-SH fluorescence, 4 h; inhibition, % at 34.9 µM; 330,000 tested, 0.16% active;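 active = inhibition of at least 50% in every replicate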
PvdQ acylase: P. aeruginosa PvdQ acylase inhibition; inhibition, % at 10 µM; 340,000 tested, 0.063% active; purified PvdQ acylase, fluorescence plate reader; AID 488965; in the data active = inhibition above about 30%, passing the limit was not always enough;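 note: 0% = vehicle neutral wells and 100% = reference inhibitor wells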
dFosB activator: mouse delta FosB homodimer activation. activation, % at 25 µM. purified delta FosB, TAMRA-CDK5 oligo fluorescence polarization; percent of positive-control signal above neutral wells. P13346. 340,000 tested, 0.99% active;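 active = mean activation above about 17%, with every replicate also reaching it, limit read from the data, passing the limit was not always enough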;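 note: fluorescence polarization rise as delta FosB binds a TAMRA Cdk5 AP-1 oligo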
Target sequence (P13346 whole entry, looked up): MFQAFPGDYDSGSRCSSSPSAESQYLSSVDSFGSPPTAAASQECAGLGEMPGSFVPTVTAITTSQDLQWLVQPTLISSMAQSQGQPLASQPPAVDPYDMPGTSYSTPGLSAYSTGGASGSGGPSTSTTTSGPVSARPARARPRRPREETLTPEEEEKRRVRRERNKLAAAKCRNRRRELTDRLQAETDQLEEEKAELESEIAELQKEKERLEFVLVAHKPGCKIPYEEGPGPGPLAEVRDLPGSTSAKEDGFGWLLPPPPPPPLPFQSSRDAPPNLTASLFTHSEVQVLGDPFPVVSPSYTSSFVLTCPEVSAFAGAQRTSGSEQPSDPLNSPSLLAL
SR-BI DiI-HDL act: activators of SR-BI mediated HDL lipid uptake; 320,000 tested, 0.096% active; activation, % at 12.5 µM; CHO ldlA[mSR-BI] cells, DiI-HDL uptake fluorescence, 3 h; 100 = double the neutral-control signal;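 active = mean replicate activation of at least 60% and every replicate at or above 60%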;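 note: 0% = median plate neutral-control signal and 100% = twice that signal; values of inactives mirror those of a sister screen read the other way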
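Test system: SR-BI-overexpressing, LDLR-lacking CHO cells. Measured by: DiI fluorescence, bottom read. Medium: Ham's F12 with 0.5% BSA, HEPES 25 mM, pH 7.4. Timing: 3 h uptake period with compound, 37 °C.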
SR-BI HDL uptake: mouse SR-BI HDL lipid transfer inhibition. 320,000 tested, 0.96% active. ldlA[mSR-BI] CHO cells, DiI-HDL uptake fluorescence, 3 h. Q61009. inhibition, % at 12.5 µM;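 active = mean replicate inhibition of at least 70% and a set share of replicates each scoring 70 or more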;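 note: 0% = median of neutral control wells and 100% = median of positive control wells; values of inactives mirror those of a sister screen read the other way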
Target sequence (Q61009 whole entry, looked up): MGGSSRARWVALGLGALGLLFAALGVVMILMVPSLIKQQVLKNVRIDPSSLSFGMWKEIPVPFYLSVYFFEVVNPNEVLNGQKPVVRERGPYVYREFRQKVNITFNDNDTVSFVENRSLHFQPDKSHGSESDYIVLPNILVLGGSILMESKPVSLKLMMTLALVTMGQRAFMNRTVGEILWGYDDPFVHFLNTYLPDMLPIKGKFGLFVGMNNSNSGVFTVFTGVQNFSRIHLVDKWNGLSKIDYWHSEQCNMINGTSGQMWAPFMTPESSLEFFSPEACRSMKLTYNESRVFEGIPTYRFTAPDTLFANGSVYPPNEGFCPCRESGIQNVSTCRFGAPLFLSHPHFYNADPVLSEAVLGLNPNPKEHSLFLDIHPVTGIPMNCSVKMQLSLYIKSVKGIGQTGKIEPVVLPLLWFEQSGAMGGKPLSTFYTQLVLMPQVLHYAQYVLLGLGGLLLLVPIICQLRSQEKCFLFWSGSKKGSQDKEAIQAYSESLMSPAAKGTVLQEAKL
CAL PDZ FP-2: inhibitors of human CAL PDZ peptide binding; Q9HD26; purified CAL PDZ, TMR-peptide fluorescence polarization, 1 h; inhibition, % at 24.9 µM; 300,000 tested, 0.92% active; AID 602252;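 active = mean inhibition of at least 30% with at least half of replicates also reaching 30%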;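 note: 0% = DMSO neutral control and 100% = excess unlabeled competitor peptide PRC23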
Active calls of the source: *; . = not tested or not shown.

PfHsp90 set2 | MITF act | SR-BI DiI-HDL act | dFosB activator | PvdQ acylase | CAL PDZ FP-2 | NSD2 HMT inh | Rtt109 Vps75 | CAL PDZ FP-1 | SR-BI HDL uptake | structure
0.5 | 7.7 | 11.3 | -2.5 | -9.2 | -2.6 | 1.5 | -5.3 | -0.6 | -11.3 | COC(=O)c1ccc(CNC(=O)C2CCC(=O)N(CCN3CCOCC3)C2)cc1 (stereo unspecified)
13.1 | -13.6 | 5.7 | -4.3 | -3.0 | 0.2 | -0.6 | 15.3 | -2.7 | -5.7 | CN(C(=O)Cn1cc(C(F)(F)F)ccc1=O)c1c(N)n(Cc2ccccc2)c(=O)[nH]c1=O
0.3 | 12.4 | -13.5 | -3.0 | -10.7 | -3.2 | 18.2 | -2.8 | -0.5 | 13.5 | CCN1CCN(c2cc(C)c3cc(NC(=S)N(C)Cc4ccccc4)ccc3n2)CC1
27.4 | -100.1 | 9.6 | -2.6 | 10.6 | -2.5 | 6.3 | -3.0 | -0.2 | -9.6 | CN1C/C(=C/c2cccnc2)C(=O)/C(=C/c2cccnc2)C1
13.7 | 3.9 | -69.4 | -11.6 | -8.6 | -1.1 | -1.4 | 1.2 | -2.2 | 69.4 | CC(C)n1c(N2CCN(C(=O)Nc3ccc(Cl)cc3)CC2)nc2ccccc21
-2.4 | . | 0.2 | -4.3 | -8.0 | -3.7 | 6.7 | -7.5 | -2.3 | -0.2 | O=C(N/N=C\c1cc(Br)cs1)c1ccncc1
1.8 | -21.9 | 5.9 | 0.5 | -5.0 | -3.0 | 2.7 | -5.3 | -1.7 | -5.9 | C[C@H](NC(=O)NC1CCCc2ccccc21)C(=O)O (stereo partly specified)
. | 2.2 | 10.5 | 1.9 | -13.5 | -7.8 | 0.1 | -4.8 | -0.8 | -10.6 | Cc1ncc([N+](=O)[O-])n1Cc1cccc(F)c1
-1.7 | -3.4 | 16.4 | -4.6 | 1.2 | -6.7 | . | 2.0 | -0.6 | -16.4 | Cc1ccc(CN2C(=O)CNC2=S)cc1
-4.7 | 5.7 | 23.2 | -9.1 | -4.6 | . | -0.4 | 0.5 | 0.6 | -23.2 | COc1ccc(-c2csc(NC(=O)c3ccccc3F)n2)cc1
13.1 | -1.8 | 14.6 | 5.0 | 0.3 | -4.3 | -1.1 | 13.6 | 0.4 | -14.6 | COc1ccc(S(=O)(=O)N2CCCCC2)cc1NC(=S)Nc1ccccc1
-5.0 | 0.6 | -12.6 | -6.8 | 5.6 | 2.2 | -2.0 | -6.4 | -0.6 | 12.6 | COc1cccc(/C=N/Nc2nnc(C)n2N)c1O
-0.9 | -6.0 | 12.9 | -5.0 | -13.5 | -2.9 | -0.7 | -1.9 | -0.7 | -12.9 | CCOCC(=O)N1CCCC(C(=O)OCC)C1 (stereo unspecified)
-8.2 | 1.8 | 4.3 | -2.2 | -9.9 | -2.5 | -2.2 | 2.4 | -0.8 | -4.3 | O=C(NCC1CCCO1)c1cccc(S(=O)(=O)Nc2ccc(SC(F)F)cc2)c1 (stereo unspecified)
9.2 | -4.4 | 6.7 | -0.3 | -18.5 | 1.3 | 0.9 | -8.6 | 0.4 | -6.7 | CCOc1ccc(NC(=O)N(CCC(C)C)C(C)c2ccco2)cc1 (stereo unspecified)
4.8 | . | 1.5 | 1.9 | -0.4 | -6.4 | -0.7 | 2.3 | -0.4 | -1.5 | CCCCN(C(=O)CC1CCCC1)c1c(N)n(CCCC)c(=O)[nH]c1=O
. | 4.2 | 26.2 | -0.5 | -3.2 | . | -2.0 | 2.0 | -0.3 | -26.2 | Cc1cccc(N2CCN(S(=O)(=O)c3ccc4c(c3)n(C)c(=O)c(=O)n4C)CC2C)c1 (stereo unspecified)
15.6 | 4.1 | -9.6 | -2.3 | -12.8 | 5.4 | 1.4 | -0.2 | -0.4 | 9.6 | CCN(CC)S(=O)(=O)c1ccc(N2CCOCC2)c(NS(=O)(=O)c2ccc(C(C)C)cc2)c1
-7.4 | 6.6 | 50.6 | 8.4 | -4.5 | . | -2.5 | 0.1 | -0.7 | -50.6 | O=C(c1cc(-c2ccccc2Cl)nc2ccccc12)N1CCC1
-4.8 | -0.8 | 8.1 | -9.0 | -8.9 | 2.0 | -0.2 | . | -0.7 | -8.1 | CCOc1ccc(S(=O)(=O)N(CC(=O)N2CCc3ccccc32)Cc2ccco2)cc1
-7.3 | 3.3 | 23.6 | -0.2 | -2.4 | 2.9 | -2.8 | -6.6 | -0.3 | -23.6 | CCC1C(=O)NCCN1C(=O)c1ccccc1OC1CCN(S(C)(=O)=O)CC1 (stereo unspecified)
-7.9 | 1.5 | 6.7 | 0.2 | -17.4 | -10.9 | -2.3 | -10.3 | 0.3 | -6.7 | CCOc1ccc(Br)cc1S(=O)(=O)NCCN1CCCC1
-5.8 | 13.3 | -27.9 | -0.4 | 5.3 | -8.8 | 2.3 | -11.9 | . | 27.9 | Cc1ccc(C(=O)N/N=C\c2ccc[nH]2)cc1[N+](=O)[O-]
1.1 | 21.8 | -71.6 | -5.0 | 9.2 | -1.0 | -0.8 | 6.7 | -0.6 | 71.6* | CCCc1nc2ccc(NC(=O)NCCC(=O)OCC)cc2c(=O)n1Cc1ccc(Cl)cc1
-15.3 | -2.5 | 6.3 | -4.7 | -12.4 | -0.4 | -1.6 | 4.0 | 0.0 | -6.3 | CC(C)[C@H](NS(=O)(=O)c1ccc2c(c1)OCCO2)C(=O)OCC(=O)Nc1ccccc1Cl
-5.4 | 6.8 | -36.3 | -0.9 | -0.8 | -7.2 | 3.7 | -2.0 | -1.9 | 36.3 | COc1ccc2cc(/C=N/NC(=O)c3c(Cl)cnn3C)c(Cl)nc2c1
-10.6 | -7.1 | 12.2 | 25.9* | -13.2 | -3.2 | 11.2 | -1.2 | -1.0 | -12.2 | Nc1c(S(=O)(=O)c2cccs2)c2nc3ccccc3nc2n1Cc1cccs1
-8.3 | -7.8 | -18.6 | -4.6 | -11.9 | 4.5 | -3.1 | 0.1 | 0.3 | 18.6 | Cc1ccccc1CCNC(=O)CCn1ccc2cc(S(=O)(=O)N3CCCC3)ccc21
. | -12.1 | 16.8 | -6.3 | -10.7 | -8.9 | -2.7 | -2.6 | -9.0 | -16.8 | CC(=O)N1CCN(C(=O)COc2ccccc2C(=O)Nc2ccccc2)CC1
10.4 | . | 19.3 | -4.4 | 1.6 | -2.7 | -1.3 | 21.4 | -0.2 | -19.3 | COC(=O)C1C2C=CC(C3CC23)C1C(=O)OCC(=O)c1ccccc1 (stereo unspecified)
5.3 | -10.8 | 7.7 | -6.3 | -7.7 | -1.6 | -0.2 | -8.1 | -0.6 | -7.7 | CN(NC(=O)c1ccco1)c1nc2ccccc2nc1C(F)(F)F
. | -2.6 | -50.5 | -0.9 | -19.4 | -1.8 | 14.6 | 8.4 | 0.3 | 50.5 | O=C(Nc1ccccc1OC(F)F)c1ccc(S(=O)(=O)N2CCCC2)cc1
7.5 | 38.7 | 0.5 | -3.3 | 16.4 | -2.9 | -6.4 | 0.7 | -0.8 | -0.5 | O=C(Nc1ccc(F)cc1)Nc1cccnc1Cl
1.9 | -0.2 | -3.7 | -3.0 | -11.5 | -7.0 | -3.2 | -2.6 | -0.7 | 3.7 | O=C(NC(NCc1cccnc1)C(Cl)(Cl)Cl)c1cccc2ccccc12 (stereo unspecified)
14.9 | -4.8 | 7.1 | 5.8 | -11.5 | -4.0 | -1.2 | 1.3 | 0.0 | -7.1 | CCCC(CCC(=O)Nc1ccc(C(=O)OCC)cc1)C(=O)O (stereo unspecified)
-12.2 | -16.7 | -34.3 | -18.8 | 1.5 | -0.2 | 2.2 | 6.2 | -4.0 | 34.3 | COc1cccc(-c2cc(C(=O)Nc3ccncc3)c3ccccc3n2)c1
-1.2 | . | 5.3 | 1.8 | -14.0 | 9.8 | 3.3 | 4.1 | 0.2 | -5.3 | Cc1ccccc1Sc1ccc([N+](=O)[O-])cn1
3.9 | -3.8 | -14.8 | -7.6 | 8.4 | 0.0 | -2.9 | 8.6 | -0.1 | 14.8 | CCc1c(C)c(C#N)c2nc3ccccc3n2c1NCCOC
22.8 | -0.2 | 13.0 | -5.3 | -19.0 | 12.8 | -1.1 | -9.5 | -0.6 | -13.0 | Cc1cc(OCC(=O)NNC(=O)c2cnccn2)cc(C)c1Cl
-10.3 | -3.6 | 35.0 | 1.2 | -0.2 | -1.0 | -0.6 | 9.7 | -0.3 | -35.0 | COc1ccc(C2(O)C(=O)Nc3ccc(C)cc32)cc1 (stereo unspecified)

One compound at a time, from the list above:
CCCc1nc2ccc(NC(=O)NCCC(=O)OCC)cc2c(=O)n1Cc1ccc(Cl)cc1 is entered as PfHsp90 set2 = 1.1; MITF act = 21.8; SR-BI DiI-HDL act = -71.6; dFosB activator = -5.0; PvdQ acylase = 9.2; CAL PDZ FP-2 = -1.0; NSD2 HMT inh = -0.8; Rtt109 Vps75 = 6.7; CAL PDZ FP-1 = -0.6; SR-BI HDL uptake = 71.6*
CC(C)n1c(N2CCN(C(=O)Nc3ccc(Cl)cc3)CC2)nc2ccccc21 is entered as PfHsp90 set2 = 13.7; MITF act = 3.9; SR-BI DiI-HDL act = -69.4; dFosB activator = -11.6; PvdQ acylase = -8.6; CAL PDZ FP-2 = -1.1; NSD2 HMT inh = -1.4; Rtt109 Vps75 = 1.2; CAL PDZ FP-1 = -2.2; SR-BI HDL uptake = 69.4

Carrying on.
PfHsp90 set2 | MITF act | SR-BI DiI-HDL act | dFosB activator | PvdQ acylase | CAL PDZ FP-2 | NSD2 HMT inh | Rtt109 Vps75 | CAL PDZ FP-1 | SR-BI HDL uptake | structure
2.1 | -15.3 | -32.5 | -4.1 | 4.5 | 1.7 | -4.1 | 6.6 | 0.4 | 32.5 | Cc1nc(C(=O)N2CCc3c([nH]c4ccccc34)C2c2ccccn2)cs1 (stereo unspecified)
. | -4.7 | -13.8 | -1.1 | 0.0 | 0.5 | -1.6 | 13.1 | -2.4 | 13.8 | COc1cccc(C(=O)NCCS(=O)(=O)N2CCCCC2)c1
13.1 | 9.1 | 2.0 | -1.7 | -0.5 | . | -0.3 | -11.8 | -1.1 | -2.0 | Cc1cc(=O)[nH]c(N/N=C/c2cn(CCC#N)nc2-c2ccccc2)n1
1.3 | -9.1 | 2.6 | -8.5 | -5.7 | -1.0 | -3.1 | -2.9 | -1.6 | -2.6 | O=C(NCC(=O)N1CC=C(c2ccccc2)CC1)c1ccccc1Br
13.8 | -0.7 | . | -17.2 | -15.4 | . | 15.6 | 8.9 | -1.3 | . | COc1ccc(/C=C/C(=O)OCC(=O)NCCC2=CCCCC2)cc1S(=O)(=O)N1CCOCC1
21.2 | -15.5 | -2.6 | 4.4 | -17.1 | -1.9 | -4.8 | -8.0 | -1.7 | 2.6 | COc1ccccc1C(NC(=O)C1CCCCC1)c1c(O)ccc2ccccc12 (stereo unspecified)
-12.2 | 7.8 | 8.9 | -3.4 | -20.2 | -2.6 | . | 3.0 | -0.7 | -8.9 | Cc1ccccc1CN1CCCOCCS1(=O)=O
